# Pol kappa inh: blocks human DNA polymerase kappa activity; actives 0.53% (n = 400,000); AID 588579; Potency, µM (series often up to 107 µM), for the others: at the top dose activity, negative = inhibition, actives largely listed as inhibitors; purified Pol kappa, fluorescent DNA synthesis assay, 10 min; also: % is scaled to controls: 0 for no effect and ±100 for the full control effect
#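 Pol kappa 10 nM + cpd, 15 min RT; start w/ substrate 50 nM final; fluorescence kinetic read, 0 and 10 min. Neg ctrl: buffer, no enzyme.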
# Pol beta inh: DNA polymerase beta (human) inhibition; Pol beta primer extension/strand displacement, fluorescence kinetic; Potency, µM (titrated, usually from 114 µM), for inactives: top-dose activity change, negative = inhibition, most hits filed as inhibitors; actives 1.3% (n = 340,000); also: % is scaled to controls: 0 for no effect and ±100 for the full control effect
#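 Pol beta (10 nM) and compounds were preincubated 15 min at room temperature, then 50 nM substrate (final) started primer extension/strand displacement. Reads were taken at 0 and 10 min; concentration-response data were fitted to a four-parameter Hill equation.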
# JMJD2A Tudor: blocks the human JMJD2A Tudor domain. AlphaScreen JMJD2A-Tudor / H3K4me3 peptide binding. Potency, µM (titrated, usually from 114 µM), for inactives: top-dose activity change, negative = inhibition, most hits filed as inhibitors. actives 4.4% (n = 390,000). AID 504339; also: % is scaled to controls: 0 for no effect and ±100 for the full control effect; nearly all actives have a fitted effect of over 50% in size
# POLI inh: DNA polymerase iota (human) inhibition; Pol iota fluorescent replication assay, 10 min; Q9UNA4; actives 1% (n = 390,000); Potency, µM (top dose mostly 115 µM), for the others: top-dose activity, negative = inhibition, usual class: inhibitors
#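 Fluorescent replication assay read twice, at 0 min and 10 min after adding 50 nM (final) substrate. Enzyme (10 nM) and compounds were first incubated 15 min at room temperature; enzyme-free buffer wells were negative controls.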
# POLH inh: blocks human DNA polymerase eta activity | Q9Y253 | actives 1.2% (n = 390,000) | Potency, µM (series often up to 114 µM), without a hit: top-dose activity change, negative = inhibition, usual class: inhibitors | recombinant Pol eta, fluorescent DNA replication assay; also: % is scaled to controls: 0 for no effect and ±100 for the full control effect
#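 Pol eta at 10 nM preincubated with compounds 15 min at room temperature; reaction started with fluorescent substrate (50 nM final) and read kinetically at 0 and 10 min.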
# APEX1 inh: blocks human APE1 abasic DNA cleavage | P27695 | recombinant APE1, TAMRA/BHQ-2 abasic DNA cleavage fluorescence | Potency, µM (series often up to 65.8 µM), for inactives: top-dose activity change, negative = inhibition, most hits filed as inhibitors | actives 0.35% (n = 350,000) | AID 2517;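 also: plate controls were vehicle for no effect and reference inhibitor for full effect; nearly all actives have a fitted effect of over 55% in size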
#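 Incision of a quenched TAMRA/BHQ-2 THF abasic-site duplex (50 nM) by 0.75 nM APE1, after 15 min compound preincubation, measured as fluorescence increase over three 60 s reads. Values normalized to buffer, DMSO and NSC13755 control wells.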
# BAZ2B inh: blocks human BAZ2B. Q9UIF8. AlphaScreen BAZ2B-H3K14Ac peptide displacement. Potency, µM (highest dose often 114 µM), without a hit: at the highest dose activity change, negative = inhibition, usual class: inhibitors. actives 4.4% (n = 360,000). AID 504333; also: % is scaled to controls: 0 for no effect and ±100 for the full control effect; nearly all actives have a fitted effect of over 60% in size
# Target sequence (Q9UIF8 whole entry, looked up): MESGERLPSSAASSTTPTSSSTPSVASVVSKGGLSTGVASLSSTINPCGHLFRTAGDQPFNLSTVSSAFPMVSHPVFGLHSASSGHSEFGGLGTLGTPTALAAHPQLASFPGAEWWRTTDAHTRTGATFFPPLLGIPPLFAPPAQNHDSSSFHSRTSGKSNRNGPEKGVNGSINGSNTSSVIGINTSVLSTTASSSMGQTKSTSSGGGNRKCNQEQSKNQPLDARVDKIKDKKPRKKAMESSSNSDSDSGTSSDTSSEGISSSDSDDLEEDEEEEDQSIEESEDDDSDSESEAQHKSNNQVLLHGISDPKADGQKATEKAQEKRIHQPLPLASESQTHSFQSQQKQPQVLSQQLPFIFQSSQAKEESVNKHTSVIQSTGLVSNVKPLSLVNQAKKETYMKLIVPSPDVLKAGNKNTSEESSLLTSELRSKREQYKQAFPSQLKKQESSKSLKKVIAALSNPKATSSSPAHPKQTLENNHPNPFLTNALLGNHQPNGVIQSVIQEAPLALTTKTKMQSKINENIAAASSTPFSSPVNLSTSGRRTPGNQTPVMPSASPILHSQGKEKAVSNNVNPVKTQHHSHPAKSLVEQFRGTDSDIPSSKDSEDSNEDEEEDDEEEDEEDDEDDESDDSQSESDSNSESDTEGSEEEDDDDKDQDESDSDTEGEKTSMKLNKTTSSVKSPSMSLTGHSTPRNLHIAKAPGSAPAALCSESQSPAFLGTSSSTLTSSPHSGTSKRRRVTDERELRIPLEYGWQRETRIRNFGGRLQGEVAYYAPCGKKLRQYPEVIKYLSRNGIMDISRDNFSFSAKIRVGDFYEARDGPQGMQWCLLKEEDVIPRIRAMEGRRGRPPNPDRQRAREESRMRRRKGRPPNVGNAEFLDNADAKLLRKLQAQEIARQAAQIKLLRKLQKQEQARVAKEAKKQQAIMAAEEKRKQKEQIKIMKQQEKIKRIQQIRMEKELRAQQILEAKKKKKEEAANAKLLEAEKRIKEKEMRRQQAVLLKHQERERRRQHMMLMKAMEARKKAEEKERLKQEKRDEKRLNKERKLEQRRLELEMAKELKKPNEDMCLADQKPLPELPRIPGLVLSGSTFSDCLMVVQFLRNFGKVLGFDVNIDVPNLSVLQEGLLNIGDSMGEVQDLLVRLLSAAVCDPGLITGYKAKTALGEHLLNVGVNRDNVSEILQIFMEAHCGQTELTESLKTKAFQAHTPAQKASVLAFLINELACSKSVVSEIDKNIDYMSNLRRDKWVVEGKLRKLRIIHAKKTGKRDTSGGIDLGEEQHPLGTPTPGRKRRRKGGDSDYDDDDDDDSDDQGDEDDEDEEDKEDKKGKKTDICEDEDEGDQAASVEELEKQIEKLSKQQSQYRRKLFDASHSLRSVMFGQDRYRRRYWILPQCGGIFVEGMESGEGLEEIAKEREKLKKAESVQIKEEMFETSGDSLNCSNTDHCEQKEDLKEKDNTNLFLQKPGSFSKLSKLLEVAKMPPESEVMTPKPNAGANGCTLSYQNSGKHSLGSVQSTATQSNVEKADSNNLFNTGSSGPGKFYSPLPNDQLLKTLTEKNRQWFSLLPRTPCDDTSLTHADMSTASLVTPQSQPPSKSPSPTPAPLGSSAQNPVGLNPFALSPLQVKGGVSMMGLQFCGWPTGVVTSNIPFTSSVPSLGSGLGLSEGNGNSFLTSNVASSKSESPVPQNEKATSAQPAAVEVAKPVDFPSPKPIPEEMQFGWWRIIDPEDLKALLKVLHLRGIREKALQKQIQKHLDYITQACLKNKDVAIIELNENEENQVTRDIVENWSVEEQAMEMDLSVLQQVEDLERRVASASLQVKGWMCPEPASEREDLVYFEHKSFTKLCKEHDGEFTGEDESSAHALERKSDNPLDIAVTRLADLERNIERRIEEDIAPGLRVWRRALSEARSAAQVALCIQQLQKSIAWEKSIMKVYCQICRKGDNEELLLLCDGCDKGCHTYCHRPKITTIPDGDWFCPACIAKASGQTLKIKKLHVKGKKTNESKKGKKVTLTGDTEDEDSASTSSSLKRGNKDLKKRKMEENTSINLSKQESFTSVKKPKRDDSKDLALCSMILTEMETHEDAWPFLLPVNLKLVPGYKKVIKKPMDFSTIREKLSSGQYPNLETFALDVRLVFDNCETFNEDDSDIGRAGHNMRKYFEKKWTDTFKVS
#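 BAZ2B (50 nM) with biotin-H3(5-23)K14Ac peptide (50 nM) in PBS pH 7.4, 0.01% Tween-20, preformed 30 min, then compound 30 min at room temperature; top concentration 110uM. AlphaScreen streptavidin donor/nickel chelate acceptor beads (10 ug/mL final), 20 min dark, signal read.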
# BLM inh: inhibitors of human Bloom syndrome helicase BLM; P54132; recombinant BLM DNA unwinding, fluorescence dequenching; Potency, µM (highest dose often 56.1 µM), inactives show at the top dose activity change, negative = inhibition, actives largely listed as inhibitors; actives 0.2% (n = 350,000); AID 2528;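 also: plate controls were vehicle for no effect and no enzyme for full effect; nearly all actives have a fitted effect of over 35% in size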
# G9a inh: blocks human histone lysine methyltransferase G9a. Potency, µM (doses to about 102 µM), without a hit: at the highest dose activity, negative = inhibition, usual class: inhibitors. Q96KQ7. actives 8.8% (n = 350,000). G9a H3K9 monomethylation, AlphaScreen, 2 h; also: % is scaled to controls: 0 for no effect and ±100 for the full control effect; nearly all actives have a fitted effect of over 75% in size
#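 Methyltransferase reactions run at room temperature for 2 h (20 nM enzyme, 500 nM biotin-H3K9 peptide, 20 uM SAM) after a 15 min compound preincubation; product detected by AlphaScreen beads and anti-H3K9me1 antibody.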
# Active calls of the source: *; ? = inconclusive; nt = no result given; [ ] = another dose, or the depositor's remark. Calls follow the shape of the dose curve; as a rule, active = well fitted curve in the direction sought with a large enough effect; inconclusive = small, poorly fitted or top-dose-only effect, or another doubt; inactive = no such curve, though single readings can be large; an effect the other way counts as inactive or inconclusive. Potency is read from the fitted curve at half-maximal effect. This is a subset, so the mix of outcomes need not match the whole.
SMILES,Pol kappa inh,Pol beta inh,JMJD2A Tudor,POLI inh,POLH inh,APEX1 inh,BAZ2B inh,BLM inh,G9a inh
Cc1c(-c2nnnn2-c2ccc(F)cc2)cnc2cc3c(cc12)OCO3,-7.7%,12.6%,0.8%,22.4%,-17.2%,-3.7%,-1.5%,1.9%,4.1%[59 µM]
O=C(C1COc2ccccc2O1)N(Cc1cccnc1)c1nc2c(F)cc(F)cc2s1 (stereo not given),-9.3%[60.1 µM],-17.9%,-9.7%,?,-5.4%,nt,-11.0%,-9.4%,-4.6%[59 µM]
O=C(CSc1n[nH]c(=O)n1-c1cccnc1)Nc1ccccc1,-7.2%,2.2%,-10.3%,10.8%,8.4%,-7.6%,-1.6%,-5.1%,1.3%
CCCN(Cc1cccs1)C(=O)Nc1ccc(OCC)cc1,-10.2%,0.6%,-14.6%,35.4%[activator],-13.0%,nt,-9.5%,-6.6%,?
COc1ccc(C)cc1NC(=O)CN1CCN(S(=O)(=O)c2ccc(C(C)C)cc2)CC1,1.1%,3.6%,-9.1%,-6.7%,-11.6%,1.3%,11.5%,-1.1%,-4.0%[12.7 µM]
O=C(O)c1cccc(N/N=C/c2cn(-c3ccccc3)nc2-c2cccs2)c1,-17.6%,?,?,61.0%[activator],79.4µM*,-0.9%,?,-4.5%,35.5µM*
COc1cccc(C2c3[nH]c4ccccc4c3CCN2Cc2cnn(C)c2)c1 (stereo not given),-5.9%,-2.1%,?,15.7%,-10.0%,-0.9%,?,-12.5%,nt
Cc1cccc(Cn2c(N3CCN(CCO)CC3)nc3c2c(=O)[nH]c(=O)n3C)c1,-11.7%,5.4%,-7.5%,11.7%,-0.3%,18.2%,-12.6%,-11.5%,10.5%
CCSc1nnc2c(n1)OC(c1sccc1C)N(C(C)=O)c1ccccc1-2 (stereo not given),-8.3%,27.7%,-33.9%,0.1%,-12.2%,nt,-15.9%,-6.2%,?
Nn1c(SCC(=O)NC(=O)NC2CCCC2)nnc1-c1ccccc1F,-2.9%,13.1%,-14.7%,35.8%[activator],0.1%,-3.5%,0.2%,2.1%,17.4%
O=C(O)c1ccc(CNCc2cccc(Cl)c2Cl)cc1,1.4%,-1.5%,-32.8%,-4.5%,-18.1%,-0.4%,?,1.8%,4.0%[59 µM]
Cc1ccc(CN2COc3ccc4c(C)cc(=O)oc4c3C2)cc1,-16.9%,-11.2%,-35.5%,9.5%,-1.5%,nt,-6.4%,-9.6%,-29.5%[59 µM]
COc1ccc(S(=O)(=O)N2CCOCC2)cc1NC(=O)c1ccncc1,3.8%,nt,1.9%,15.8%,-15.4%,-8.8%,-2.1%,nt,6.6%[12.7 µM]
O=c1cc(O)c2c(=O)n(-c3ccccc3)c3c(c2o1)CCCCC3,0.4%,1.4%,-29.5%,17.1%,-9.1%,-3.9%,?,0.3%,16.5%[59 µM]
CCCN(CCC)CC(O)Cn1cc(/C=C/C(=O)c2cccs2)c2ccccc21 (stereo not given),4.0%,-6.2%,?,?,-14.5%,-0.7%,-1.9%,4.7%,-6.3%[59 µM]
CCOc1ccc(-n2c(SCC(=O)NC3CCS(=O)(=O)C3)nnc2-c2cccnc2)cc1 (stereo not given),-4.1%,72.6%,-7.2%,141.6%[activator],-15.4%,-9.9%,4.0%,-3.4%,-0.9%
Cc1ccc(C(=O)N2CCC3CC2c2cc(-c4ccc5c(c4)OCO5)ccc23)cc1 (stereo not given),-8.2%,nt,?,-2.4%,-17.8%,nt,nt,nt,nt
Cc1cc(Nc2c(C)n(C)n(-c3ccccc3)c2=O)n2c(nc3ccccc32)c1C#N,-5.6%,-21.8%,-17.9%,30.9%,-16.2%,-1.2%,-1.8%,-10.0%,-13.8%[59 µM]
COc1ccc(NS(=O)(=O)c2ccc(N3CCCCS3(=O)=O)cc2)cc1Cl,2.9%[60.1 µM],-17.3%,-4.0%,-8.4%,-17.5%,nt,-1.3%,-2.5%,20.3%[59 µM]
COc1ccc(C(CNC(=O)c2ccc(S(=O)(=O)N3CCCC3)cc2)N2CCOCC2)cc1 (stereo not given),16.5%,3.8%,-10.3%,-9.2%,-3.3%,-6.8%,-11.0%,3.1%,-11.9%[59 µM]
CCOC(=O)C1(CCOc2ccccc2)CCN(Cc2ccc(OC)c(O)c2)CC1,16.5%,3.5%,-23.6%,1.7%,-19.1%,-9.5%,10.0%,-6.5%,nt
CCOC(=O)C1=CNS(=O)(=O)NC1c1ccccc1 (stereo not given),0.6%,nt,-15.1%,-5.1%,-0.5%,-25.3%,nt,nt,nt
CC(=O)Nc1c2c(nn1-c1ccccc1)CS(=O)C2 (stereo not given),12.2%,46.3%,17.5%,51.9%[activator],-9.8%,-4.1%,-1.4%,-0.2%,36.5%[59 µM]
Cc1ccc(C2NC(=O)c3c(sc4c3CCN(C)C4)N2)s1 (stereo not given),-12.6%,-24.6%,?,?,-1.0%,-7.5%,-30.1%,2.5%,?
CCOc1ccc(C(=O)NCC(=O)NCCOc2ccc(C)cc2)cc1,-7.4%,-25.6%,-24.2%,18.6%,-14.5%,8.7%,-3.2%,-7.3%,?
Fc1ccccc1C1=NC(c2ccc(C(F)(F)F)cc2)=Nc2ccccc2N1,-14.3%,-1.6%,-24.8%,23.2%,nt,nt,-13.2%,-9.6%,-2.0%[59 µM]
Cc1ccc2nc(C)cc(C(=O)OCC(=O)Nc3cccnc3Cl)c2c1,10.4%,-1.6%,-17.0%,12.9%,-18.4%,-1.8%,-14.1%,-4.0%,-4.7%
Cc1nn(-c2ccc(N3CCOCC3)nn2)c(C)c1CCC(=O)NCc1ccc(Cl)cc1,-0.5%,6.9%,-14.3%,19.3%,-5.4%,nt,7.3%,1.4%,47.9%[59 µM]
CC(C)NCCCCOc1ccc(Br)cc1Cl,-6.3%,5.3%,31.6µM*,-8.9%,-15.8%,-1.9%,-2.2%,5.2%,nt
O=C(NCC1CC1)Nc1ccc(Cl)cc1,1.5%,15.5%,-3.0%,-28.9%,2.5%,13.0%,1.5%,-1.7%,13.7%

# A second format for part of the listing above.
Cc1cc(Nc2c(C)n(C)n(-c3ccccc3)c2=O)n2c(nc3ccccc32)c1C#N
  Pol kappa inh = -5.6%
  Pol beta inh = -21.8%
  JMJD2A Tudor = -17.9%
  POLI inh = 30.9%
  POLH inh = -16.2%
  APEX1 inh = -1.2%
  BAZ2B inh = -1.8%
  BLM inh = -10.0%
  G9a inh = -13.8%[59 µM]
Cc1ccc(C(=O)N2CCC3CC2c2cc(-c4ccc5c(c4)OCO5)ccc23)cc1 (stereo not given)
  Pol kappa inh = -8.2%
  Pol beta inh = nt
  JMJD2A Tudor = ?
  POLI inh = -2.4%
  POLH inh = -17.8%
  APEX1 inh = nt
  BAZ2B inh = nt
  BLM inh = nt
  G9a inh = nt
CCOc1ccc(C(=O)NCC(=O)NCCOc2ccc(C)cc2)cc1
  Pol kappa inh = -7.4%
  Pol beta inh = -25.6%
  JMJD2A Tudor = -24.2%
  POLI inh = 18.6%
  POLH inh = -14.5%
  APEX1 inh = 8.7%
  BAZ2B inh = -3.2%
  BLM inh = -7.3%
  G9a inh = ?
CCOc1ccc(-n2c(SCC(=O)NC3CCS(=O)(=O)C3)nnc2-c2cccnc2)cc1 (stereo not given)
  Pol kappa inh = -4.1%
  Pol beta inh = 72.6%
  JMJD2A Tudor = -7.2%
  POLI inh = 141.6%[activator]
  POLH inh = -15.4%
  APEX1 inh = -9.9%
  BAZ2B inh = 4.0%
  BLM inh = -3.4%
  G9a inh = -0.9%

# Additional entries
SMILES,Pol kappa inh,Pol beta inh,JMJD2A Tudor,POLI inh,POLH inh,APEX1 inh,BAZ2B inh,BLM inh,G9a inh
CCOc1ccc(NC(=O)CSc2nnc(CCNC(=O)c3ccc(OC)cc3)n2CC)cc1,-16.1%,-3.5%,-16.0%,26.3%,-3.3%,-0.6%,4.3%,0.9%,nt
NNc1nc2ccc(Cl)cc2s1,-13.0%,-20.6%,79.4µM*,-0.8%,-21.8%,-2.1%,50.1µM*,-5.3%,56.2µM*
CC1(C)CC2CC(C)(CN2C(=O)COC(=O)c2ccc(Cl)cc2N)C1 (stereo not given),-13.8%,14.2%,-8.8%,4.3%,-0.6%,13.0%,10.1%,-1.1%,6.5%[59 µM]
CN=C1CC(C)(C)CC(=O)/C1=C(/O)CCCN1C(=O)c2ccccc2C1=O,1.0%,-11.3%,-14.1%,81.2%[activator],-7.5%,1.0%,-13.2%,0.0%,2.5%
CCOC(=O)c1ccc[n+](CC(=O)c2ccc(OC)cc2)c1,-9.5%,47.1%,-0.7%,4.7%,-5.6%,17.7%,-5.6%,6.2%,?
O=C(O)c1cc(-c2ccc(/C=N/Nc3ccc([N+](=O)[O-])cn3)o2)ccc1Cl,-44.0%,?,39.8µM*,?,-16.2%,11.4%,nt,?,79.4µM*
CC(=O)c1ccc(NC(=O)CSc2nc(N)c3cc4c(nc3n2)CCCC4)cc1,-9.6%,34.6%,-19.2%,3.4%,1.8%,5.3%,-36.8%,0.9%,45.6%[59 µM]
O=C(CN1CCOCC1)Nc1ccc([N+](=O)[O-])cc1Br,8.8%,30.9%,-6.1%,-15.8%,-10.0%,8.0%,-21.5%,-3.8%,-22.0%
C=CCn1c(SCC(=O)c2ccc(Cl)s2)nc2ccccc2c1=O,-2.5%,28.1%,-15.1%,13.8%,-13.2%,-0.3%,-9.6%,-0.2%,17.8%[0.501 µM]
Cc1nc(SCCO)c([N+](=O)[O-])[nH]1,-1.9%,3.0%,-22.7%,154.6%[activator],-25.4%,0.2%,-8.7%,-3.7%,nt
O=C(Nc1cc(-c2ccccc2)[nH]n1)c1ccccc1F,7.9%,15.5%,-4.0%,-15.0%,-17.1%,9.2%,-6.9%,-1.1%,16.2%[59 µM]
C(=N\Nc1ncnc2sc3c(c12)CCC3)/c1cccs1,nt,4.4%,nt,nt,nt,-4.2%,-10.2%,0.2%,7.0%[59 µM]
CCOc1ccc(CNC(=O)c2nn(-c3ccc(OC)cc3)c(=O)c3c2c2ccccc2n3C)cc1,-3.5%,37.3%,-6.0%,60.7%[activator],nt,nt,nt,-1.3%,5.4%[59 µM]

# Source: PubChem (National Center for Advancing Translational Sciences (NCATS))
